Pf gamet viab – late stage P. falciparum gametocyte viability inhibitors, primary screen, ATP luminescence, HTS; actives 0.065% (n = 150,000); AID 743093, 2013; inhibition, % at 10.9 µM; P. falciparum stage V gametocytes, 24 h;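 active means inhibition above the mean plus 3 SD of compounds within the control limits, set per campaign, cut at about 38% in these data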;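 further: 0% = DMSO wells and 100% = medium only without gametocytes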
Cdc42 wt – modulators of GTP binding to wildtype Cdc42, primary screen, biochemical, multiplex bead flow cytometry, Bodipy-GTP | actives 0.2% (n = 190,000) | GST-Cdc42 beads; actives lie on both sides | percent activity (GTP binding), % at 10 µM | AID 761, 2007 | Cell division control protein 42 homolog (Homo sapiens), P60953;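 active means percent activity GTP binding at least 20 points away from the 100% baseline, either down as inhibitor or up as activator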;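 further: median bead fluorescence of bound Bodipy-FL-GTP at 100 nM; 0% = excess unlabeled GTP control and 100% = no compound control; below 100% means less GTP binding so inhibitor and above means activator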
Target sequence (P60953 whole entry, looked up): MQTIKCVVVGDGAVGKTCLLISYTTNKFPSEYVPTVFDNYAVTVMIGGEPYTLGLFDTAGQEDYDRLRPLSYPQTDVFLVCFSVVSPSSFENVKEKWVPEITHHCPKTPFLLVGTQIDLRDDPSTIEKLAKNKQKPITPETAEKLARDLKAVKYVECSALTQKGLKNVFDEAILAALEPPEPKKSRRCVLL
GSH fluor – compound fluorescence on glutathione beads, profiling panel, artefact control, biophysical, 488/530 nm, flow cytometry; GSH beads flow cytometry, compound fluorescence 488/530 nm; hits give high values; fluorescence (KMESF) at 10 µM; actives 0.25% (n = 190,000); in the data active means fluorescence above about 89;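 further: glutathione beads carrying GST-tagged Bcl family fusion proteins plus one bare bead set; values are compound well signal with DMSO vehicle wells as background; inactives centre near 16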
Rab7 wt GTP bind – modulators of GTP binding to Rab7, primary screen, biochemical, wildtype, multiplex bead flow cytometry; GTP binding activity (percent of control), % at 10 µM; Rab7 GTPase wild type (dog), Bodipy-FL-GTP binding; GST-Rab7 beads, fluorescent GTP binding; actives lie on both sides; untreated = 100%, excess cold GTP = 0%; actives 0.055% (n = 190,000);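 active means fluorescent GTP binding to Rab7 beads changed by at least 20 points from the 100% baseline, either direction, mostly lower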;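 further: median green fluorescence of bound Bodipy-FL-GTP per Rab7 bead population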
Rac1 act GTP bind – GTP binding modulators of activated mutant Rac1, primary screen, biochemical, bead-based flow cytometry, multiplex, fluorescent GTP. actives 0.11% (n = 190,000). Ras-related C3 botulinum toxin substrate 1 (Homo sapiens), P63000. GST-Rac1 activated beads; actives lie on both sides; 100% means binding = to untreated wells. percent activity (GTP binding), % at 10 µM;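 active means GTP binding at least 20 percentage points away from the 100% baseline, in either direction, so actives lie on both sides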
HRas wt GTP bind – modulators of GTP binding to HRas wildtype, primary screen, biochemical, bead-based flow cytometry, multiplex; GST-Ras wt beads, Bodipy-FL-GTP binding; actives lie on both sides; actives 0.14% (n = 190,000); GTPase HRas (Homo sapiens), P01112; GTP binding activity, % at 10 µM;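 active means GTP binding activity at least 20% away from the 100% baseline, either lowered as inhibitor or raised as activator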;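 further: 0% = unlabeled GTP competition control and 100% = no-compound control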
Target sequence (P01112 whole entry, looked up): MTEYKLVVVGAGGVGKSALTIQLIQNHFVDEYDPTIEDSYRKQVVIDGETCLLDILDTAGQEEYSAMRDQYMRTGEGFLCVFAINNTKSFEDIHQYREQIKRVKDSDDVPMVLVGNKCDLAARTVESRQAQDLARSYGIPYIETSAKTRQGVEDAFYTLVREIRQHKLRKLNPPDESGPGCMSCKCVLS
Rac1 wt modul – wildtype Rac1 GTP binding modulators, primary screen, biochemical, GST-Rac1 beads, flow cytometry, multiplex; fluorescent GTP binding; actives lie on both sides; 0 = cold GTP competed, 100 = untreated; GTP binding activity (% of control), % at 10 µM; actives 0.27% (n = 190,000); AID 757, 2007;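 active means GTP binding activity at least 20 points away from the 100% control level, either lower or higher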
ABCG2 block – ABCG2 efflux pump inhibitors, primary screen, multiplex with ABCB1, IgMXP3 cells, flow cytometry | Broad substrate specificity ATP-binding cassette transporter ABCG2 (Homo sapiens), Q9UNQ0 | JC-1 efflux | inhibition, % at 6.6 µM | actives 0.1% (n = 190,000);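 active means inhibition above 80%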;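 further: 0% = DMSO and 100% = nicardipine control wells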
Target sequence (Q9UNQ0 whole entry, looked up): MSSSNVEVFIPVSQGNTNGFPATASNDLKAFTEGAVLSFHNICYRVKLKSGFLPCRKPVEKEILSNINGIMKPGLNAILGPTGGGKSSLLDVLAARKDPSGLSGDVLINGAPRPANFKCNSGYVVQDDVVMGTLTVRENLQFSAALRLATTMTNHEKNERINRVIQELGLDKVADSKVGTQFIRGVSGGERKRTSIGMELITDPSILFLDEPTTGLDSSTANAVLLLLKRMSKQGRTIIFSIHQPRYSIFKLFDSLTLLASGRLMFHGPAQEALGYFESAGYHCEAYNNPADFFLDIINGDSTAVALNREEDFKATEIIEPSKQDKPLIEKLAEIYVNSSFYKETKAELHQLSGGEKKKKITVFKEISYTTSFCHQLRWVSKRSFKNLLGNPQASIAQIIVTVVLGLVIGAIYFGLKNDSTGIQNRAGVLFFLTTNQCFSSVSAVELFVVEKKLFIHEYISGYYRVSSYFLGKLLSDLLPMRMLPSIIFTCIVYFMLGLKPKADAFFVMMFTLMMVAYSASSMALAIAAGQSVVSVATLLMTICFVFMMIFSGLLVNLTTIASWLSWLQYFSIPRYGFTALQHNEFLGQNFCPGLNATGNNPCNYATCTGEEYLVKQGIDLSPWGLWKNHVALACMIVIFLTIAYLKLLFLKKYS
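System: two drug-resistant human cell lines, ABCG2 and ABCB1; controls: nicardipine high and DMSO low controls; times: 10 min exposure at 25 °C with rotation, no wash; detection: flow cytometry of retained JC-1 fluorescence; read-out basis: percent efflux inhibition, scaled nicardipine 100% to DMSO 0%; doses: one concentration, 6.6 µM final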
Avidin fluor – green autofluorescence of compounds with avidin beads – biophysical, 488/530 nm, flow cytometry, artefact control, profiling panel; compound fluorescence 488/530 nm; hits give high values; fluorescence (KMESF) at 10 µM; actives 0.38% (n = 220,000); in the data active means fluorescence above about 47; further: inactives centre near 10
Rab2A wt mod – modulators of GTP binding to Rab2A wildtype, primary screen, biochemical, dog, bead-based flow cytometry, multiplex | GST-Rab2 wt beads, Bodipy-GTP binding | GTP binding activity, % at 10 µM | actives 0.19% (n = 190,000) | AID 760, 2007;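 active means GTP binding activity at least 20 points away from 100%, either lowered or raised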;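 further: 0% = beads with excess unlabeled GTP and 100% = no-compound control corrected for plate trend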
ABCB1 block – ABCB1 efflux pump inhibitors, primary screen, cell-based, multiplex, flow cytometry, ABCG2 counter-screen | ATP-dependent translocase ABCB1 (Homo sapiens), P08183 | CCRF-Adr cells, JC-1 efflux | inhibition, % at 6.6 µM | actives 0.067% (n = 190,000) | AID 1326, 2008; in the data active means inhibition above about 40%;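 further: 0% = vehicle and 100% = reference inhibitor; higher value means more JC-1 retained so stronger ABCB1 efflux block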
An asterisk follows results filed as active; . = not tested or not shown.

SMILES	Pf gamet viab	Cdc42 wt	GSH fluor	Rab7 wt GTP bind	Rac1 act GTP bind	HRas wt GTP bind	Rac1 wt modul	ABCG2 block	Avidin fluor	Rab2A wt mod	ABCB1 block
COc1ccc(C2CC(c3cccs3)=NN2c2ccc(C=O)cc2)cc1 (stereo not given)	-24	101	10	103	101	101	102	-12	15	101	3.2
CN1C(=O)C2(Nc3ccccc3-c3nc4ccccc4n32)c2ccccc21 (stereo not given)	-12	103	22	98	100	100	101	2	38	98	2.0
COCC(=O)OCC(=O)Nc1ccc(Cl)cc1[N+](=O)[O-]	-5	98	8	100	95	98	99	3	11	96	0.0
Cc1nc(NC(=O)COC(=O)CCC(=O)c2cccs2)c(Cl)cc1Cl	-1	101	22	94	100	99	108	6	11	98	0.1
Cc1cc(C)nc(SCc2ccc(C(=O)N/N=C/c3cccnc3)cc2)n1	.	96	15	90	96	94	95	1	9	95	0.1
O=C(CCN1CCN(Cc2ccccc2)CC1)Nc1cccc(Cl)c1	23	102	17	100	103	102	110	5	8	103	0.7
CC(C)(C)C1CCC(OC(=O)c2cncc(Br)c2)CC1 (stereo not given)	26	97	10	96	96	95	91	4	12	97	1.0
CCc1ccc(CN(C)C(=O)CCc2nnc(-c3ccc(-c4ccccc4)cc3)o2)nc1	-17	87	13	96	87	91	87	-1	2	93	0.6
CCOCCc1c(O)nc(SCCOc2ccc(C)c(C)c2)[nH]c1=O	.	94	55	95	94	96	96	0	10	95	-0.5
COc1ccc(OC)c(-c2cc(C(=O)Nc3cc(C)on3)no2)c1	-21	101	17	98	99	98	103	17	27	96	0.0

Single records (already shown):
COc1ccc(C2CC(c3cccs3)=NN2c2ccc(C=O)cc2)cc1 (stereo not given) in the list: Pf gamet viab: -24; Cdc42 wt: 101; GSH fluor: 10; Rab7 wt GTP bind: 103; Rac1 act GTP bind: 101; HRas wt GTP bind: 101; Rac1 wt modul: 102; ABCG2 block: -12; Avidin fluor: 15; Rab2A wt mod: 101; ABCB1 block: 3.2
COCC(=O)OCC(=O)Nc1ccc(Cl)cc1[N+](=O)[O-] in the list: Pf gamet viab: -5; Cdc42 wt: 98; GSH fluor: 8; Rab7 wt GTP bind: 100; Rac1 act GTP bind: 95; HRas wt GTP bind: 98; Rac1 wt modul: 99; ABCG2 block: 3; Avidin fluor: 11; Rab2A wt mod: 96; ABCB1 block: 0.0

Continued:
SMILES	Pf gamet viab	Cdc42 wt	GSH fluor	Rab7 wt GTP bind	Rac1 act GTP bind	HRas wt GTP bind	Rac1 wt modul	ABCG2 block	Avidin fluor	Rab2A wt mod	ABCB1 block
Cc1sc2c(c1C)c(=O)n(-c1ccccc1)c1nnc(C)n21	.	101	34	99	99	101	105	68	12	102	1.1
Cc1ccc(-n2cc(CNCCc3cscn3)c(-c3ccc(F)cc3)n2)cc1	.	98	11	97	98	99	101	7	11	98	3.2
CSc1nc(-c2ccc(Cl)cc2)nn1S(=O)(=O)c1ccc(Cl)cc1	.	99	23	101	93	97	99	0	6	98	0.0
Cc1cc(NC(=O)CSc2ncccc2C(=O)O)no1	-1	97	17	102	99	101	99	0	12	99	-0.1
COCCCN(C(=O)c1ccco1)c1nc(-c2cc(OC)ccc2OC)cs1	11	99	23	97	97	99	97	9	5	98	0.8
CC(C)C(=O)Nc1cccc(C(=O)OCC(=O)c2ccc(Cl)cc2Cl)c1	-22	104	17	99	101	101	102	5	36	100	1.0
O=C(O)CC12CC3CC(C1)CC(n1cncn1)(C3)C2	1	95	19	110	95	98	99	7	6	98	1.5
O=C(O)CCC(=O)Nc1nc(-c2ccccc2)cs1	.	93	31	93	90	92	92	0	16	92	0.1
O=C(Oc1cccc(-n2cnnn2)c1)c1ccccc1Cl	10	98	20	105	93	100	103	4	11	99	0.7
S=c1[nH]nc(-c2ccccc2)n1C1C=CCCC1 (stereo not given)	-13	98	25	95	96	98	100	0	28	101	0.6
COC(=O)c1cc(=O)n(Cc2cccs2)c(=NCc2cccs2)s1	.	100	18	99	97	99	97	2	11	98	0.5
C=CCOc1ccccc1C1NC(=O)NC(C)=C1C(=O)NCc1ccccc1 (stereo not given)	5	102	42	98	100	102	103	1	5	100	0.4
COc1ccc(COc2cc(-c3cccc(OC)c3)nc3ccc(NC(C)=O)cc23)cc1	.	88	17	95	93	88	88	0	10	89	-0.5
CC(C)CNC(=O)NC1C(NC(=O)NCC(C)C)N(C)C(=O)N1C (stereo not given)	12	107	21	99	102	103	103	0	7	104	0.2
O=C(N/C(=C/c1ccc(Br)cc1)C(=O)N1CCCC1=O)c1ccco1	6	98	15	110	97	102	106	6	9	104	1.0
CNC(=O)CC1C(=O)N(Cc2ccccc2)C(=S)N1NC(=O)c1cccc(F)c1 (stereo not given)	-10	102	4	97	100	100	103	0	5	99	-0.3
CN1CCN(C(=O)CN(c2cccc(Cl)c2)S(=O)(=O)c2ccccc2)CC1	.	101	24	96	98	99	100	11	5	98	2.5
COCCSc1nc(N)c(NC(=O)c2ccc(OC)cc2)c(=O)[nH]1	1	95	19	103	97	99	99	5	6	98	0.2
CCC(=O)Nc1ccccc1C(=O)NC1CCCCC1	.	109	51	100	102	105	109	0	7	105	0.2
COc1ccccc1OCc1nc(C#N)c(N2CCCC2)o1	-20	94	23	108	95	100	97	1	0	101	0.3
O=C(NNC(=O)C1CCCCC1)C(=O)NC1CCCCC1	.	97	11	95	96	96	96	0	34	93	0.0
O=C1CCN(C2CCN(Cc3nc(Cc4ccccc4F)no3)CC2)CCN1	-6	91	10	91	91	90	91	-1	3	92	-0.2
CC1C(C(=O)Nc2ccccc2)CCCC1(C)C(=O)O (stereo not given)	-48	96	37	101	96	97	97	11	9	97	1.4
CCOC(=O)C1=C(O)/C(=C\c2cc(C)n(-c3ccc(F)cc3)c2C)N=C1C	.	100	18	91	93	96	97	7	10	96	0.7
COc1ccc(-c2ccc(-c3noc(C)n3)c(OC)n2)cc1	0	97	16	99	92	97	96	0	33	96	0.2
O=C(Cc1ccccc1[N+](=O)[O-])NCc1ccc(Cl)cc1Cl	8	98	10	98	94	97	96	18	6	97	0.9
CCOC(=O)C(NC(=O)Nc1cccc(C)n1)(OCC(F)(F)F)C(F)(F)F (stereo not given)	-29	103	33	104	97	104	103	13	23	104	2.4
Oc1ccccc1CNc1cccc2cccnc12	3	94	19	98	94	96	96	4	7	94	0.3
COc1ccccc1NC(=O)c1ccc(NC(=O)CN2C(=O)CN(C)C2=O)cc1	-4	96	11	103	97	97	96	-2	9	97	-0.6
CCC(=O)N1CCN(c2ccccc2NC(=O)COc2cc(C)ccc2C(C)C)CC1	15	94	27	99	97	94	97	28	9	94	17
Cc1ccc2cc(CN(CCCN(C)C)C(=S)NCc3ccccc3)c(=O)[nH]c2c1C	.	96	15	100	94	97	99	1	11	96	0.0
Cc1ccc2ccccc2[n+]1CCCS(=O)(=O)[O-]	-8	103	23	101	102	103	106	18	22	102	0.9
CC(C)CCOc1ccc(C(=O)NCCC(=O)N2CCOCC2)cc1	.	103	28	98	98	101	107	4	9	102	0.7
CCOC(=O)C(CC)/C(C)=N\NC(=O)c1cccc(C)c1 (stereo not given)	-14	92	24	95	95	95	100	0	9	94	0.0
CCOC(=O)c1[nH]c2ccc(OC)cc2c1NC(=S)N1CCN(c2ccccn2)CC1	6	95	17	107	93	96	96	8	10	95	0.7
O=C(OCc1ccc(Cl)cc1Cl)c1cccnc1Cl	-28	98	10	96	95	96	96	8	9	96	0.7
CSc1ccc(C(=O)C2CCCN(C(=O)c3cccc(N4CCOCC4)c3)C2)cc1 (stereo not given)	0	97	11	95	95	97	101	16	16	98	0.7
Cc1ccc(C)n1-c1c(C(=O)NN)cnn1-c1ccccc1	3	94	13	101	94	95	94	2	10	96	0.8
Clc1cc(Cl)c(OCc2nc(-c3ccccn3)no2)cc1Cl	-12	99	32	98	96	97	102	10	14	95	-0.5
CCCCOc1ccc(C(=O)N/C(=C/C=C/c2ccccc2)C(=O)O)cc1	25	88	12	98	88	91	89	-2	21	89	-0.6
CC(=O)NC1(C(F)(F)F)C(=O)Nc2c1c(=O)[nH]c(=O)n2CC(C)C (stereo not given)	5	94	10	95	97	95	97	7	8	95	1.0
c1cncc(CNc2c3c(nc4nnnn24)CCCC3)c1	-6	102	9	97	104	101	105	-1	12	99	-0.3
CCOC(=O)c1nnn(-c2nonc2N)c1CSc1ccc(C)cc1	-13	99	25	92	94	95	101	21	7	94	1.4
COc1ccc(C(=O)CSc2nc(N)nc(SC)c2C#N)cc1	-19	105	65	97	99	102	101	0	8	102	0.0
Nc1cc(=O)[nH]c(SCC(=O)N2CCCCC2)n1	-2	94	14	97	94	94	94	2	10	95	0.7
CCN(CC)C(=O)C1CCCN(C(=S)Nc2cccc3ccccc23)C1 (stereo not given)	15	104	9	101	101	102	108	12	3	101	1.0
Cc1nc2ccccc2c(=O)n1/N=C/c1ccccn1	.	106	19	103	100	105	104	8	12	103	0.5
COc1ccc(-n2c(O)c(/C=N/NS(=O)(=O)c3cccc([N+](=O)[O-])c3)c3ccccc3c2=O)cc1OC	.	86	18	97	82	88	87	-3	8	84	-0.2
CN(C)CCCOC(=O)c1ccc(Cl)cc1Cl	-29	103	11	96	97	97	102	0	31	97	-0.1
O=C(c1ccco1)N1C(=O)c2cccc3c(S(=O)(=O)N4CCCC4)ccc1c23	-6	100	28	96	101	98	102	7	13	98	0.5

The results go on.
SMILES	Pf gamet viab	Cdc42 wt	GSH fluor	Rab7 wt GTP bind	Rac1 act GTP bind	HRas wt GTP bind	Rac1 wt modul	ABCG2 block	Avidin fluor	Rab2A wt mod	ABCB1 block
O=C(Nc1nc2c(s1)CCc1ccccc1-2)c1cccs1	.	93	10	99	98	96	97	2	26	96	-0.7
Cn1c(=O)c2c(nc(Br)n2Cc2ccccc2Cl)n(C)c1=O	-13	89	8	94	83	95	91	0	10	93	-0.2
COc1cccc(NC(=S)NCc2ccccn2)c1	-3	101	12	98	102	102	107	1	14	101	0.1
COc1ccc(S(=O)(=O)NC2CCCCC2)c(C)c1C	.	99	27	96	99	100	101	12	26	98	1.2
O=C(NCCc1c[nH]c2ccccc12)c1c(Cl)nc2sccn12	.	103	21	100	101	101	101	2	-1	102	0.2

Source: PubChem BioAssay
